MC4R antag cAMP – MC4R antagonists of cAMP signaling, primary screen, cell-based, TR-FRET, antagonist arm of biased-ligand search; Melanocortin receptor 4 (Homo sapiens), P32245; MC4R-expressing cells, MTII-stimulated cAMP, LANCE TR-FRET; inhibition, % at 6.5 µM; hit rate 0.48% among 360,000; AID 540295, 2011;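 active means inhibition above its plate's cutoff, the mean of tested wells on that plate plus 3 SD, cut at about 29% in these data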;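 further: 0% = Melanotan II alone and 100% = Melanotan II plus saturating MCL0020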
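System: U2OS-MC4R stable cell line; Technique: Eu-cAMP/anti-cAMP TR-FRET, emission 671 nm; Repeats: single well per compound; Also added: Melanotan II; Dosing: one concentration, 6.5 µM nominal; Schedule: 30-min compound, 1-h challenge, 1-h detection, room temperature.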
TLR9-MyD88 inh – inhibitors of TLR9-MyD88 association in cells, primary screen, cell-based, CHO, BLA complementation, fluorescence | CCF4 FRET ratio | inhibition, % at 4.98 µM | hit rate 0.21% among 340,000;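 active means inhibition above the mean over all tested compounds plus 3 SD, cut at about 21% in these data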;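 further: 0% = DMSO only wells and 100% = clavulanate BLA inhibitor control wells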
NR5A2 inv ag – LRH-1 (NR5A2) inverse agonists, primary screen, cell-based, luminescence, HEK293T, StAR-luciferase reporter; Nuclear receptor subfamily 5 group A member 2 (Homo sapiens), O00482; LRH-1 transfected, 24 h; inhibition, % at 3.6 µM; hit rate 0.13% among 360,000; AID 602396, 2012;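 active means inhibition above the mean inhibition of all tested compounds plus 3 SD, cut at about 73% in these data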;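 further: 0% = DMSO wells and 100% = reporter-only cells lacking LRH-1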
EBV LMP1 NFkB – EBV LMP1-driven NF-kappaB luciferase reporter inhibitors, primary screen, cell-based, luminescence, single point; hit rate 0.69% among 350,000; LMP1-induced NF-kappaB luciferase reporter cells; inhibition, % at 12.5 µM; in the data active means inhibition above about 41%;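 further: 0% = neutral control wells and 100% = reference inhibitor control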
ABHD5-PLIN5 inh – ABHD5-PLIN5 interaction inhibitors, primary screen, cell lysate, split luciferase complementation, luminescence; hit rate 0.78% among 360,000; inhibition, % at 4 µM; AID 602281, 2012; Split G. princeps luciferase complementation, 4 h; Perilipin-5 (Homo sapiens) + 1-acylglycerol-3-phosphate O-acyltransferase ABHD5 (Homo …;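 active means inhibition above the mean inhibition across every tested compound plus 3 SD, cut at about 22% in these data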;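 further: 0% = DMSO only wells and the 100% control is not disclosed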
NOD2-RIPK2 inh – NOD2-RIPK2 binding disruptors in cells, primary screen, fluorescence, CHO cells, BLA complementation. Receptor-interacting serine/threonine-protein kinase 2 (Homo sapiens), O43353. CCF4 ratio. inhibition, % at 4.98 µM. hit rate 0.38% among 360,000. AID 624267, 2012; in the data active means inhibition above about 21%;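 further: 0% = vehicle only and 100% = reference blocker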
SRC1 inh – SRC1 coactivator transcriptional activity inhibitors, primary screen, cell-based, luminescence | Nuclear receptor coactivator 1 (Homo sapiens), Q15788 | HEK293 GAL4-SRC1 luciferase reporter | inhibition, % at 3.6 µM | hit rate 0.12% among 360,000;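 active means inhibition above the campaign mean plus 3 SD, with each screening campaign given its own cutoff, cut at about 60% in these data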;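 further: 0% = DMSO treated cells and 100% = gossypol at 36 µM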
Target sequence (Q15788 whole entry, looked up, the tested form may be a part): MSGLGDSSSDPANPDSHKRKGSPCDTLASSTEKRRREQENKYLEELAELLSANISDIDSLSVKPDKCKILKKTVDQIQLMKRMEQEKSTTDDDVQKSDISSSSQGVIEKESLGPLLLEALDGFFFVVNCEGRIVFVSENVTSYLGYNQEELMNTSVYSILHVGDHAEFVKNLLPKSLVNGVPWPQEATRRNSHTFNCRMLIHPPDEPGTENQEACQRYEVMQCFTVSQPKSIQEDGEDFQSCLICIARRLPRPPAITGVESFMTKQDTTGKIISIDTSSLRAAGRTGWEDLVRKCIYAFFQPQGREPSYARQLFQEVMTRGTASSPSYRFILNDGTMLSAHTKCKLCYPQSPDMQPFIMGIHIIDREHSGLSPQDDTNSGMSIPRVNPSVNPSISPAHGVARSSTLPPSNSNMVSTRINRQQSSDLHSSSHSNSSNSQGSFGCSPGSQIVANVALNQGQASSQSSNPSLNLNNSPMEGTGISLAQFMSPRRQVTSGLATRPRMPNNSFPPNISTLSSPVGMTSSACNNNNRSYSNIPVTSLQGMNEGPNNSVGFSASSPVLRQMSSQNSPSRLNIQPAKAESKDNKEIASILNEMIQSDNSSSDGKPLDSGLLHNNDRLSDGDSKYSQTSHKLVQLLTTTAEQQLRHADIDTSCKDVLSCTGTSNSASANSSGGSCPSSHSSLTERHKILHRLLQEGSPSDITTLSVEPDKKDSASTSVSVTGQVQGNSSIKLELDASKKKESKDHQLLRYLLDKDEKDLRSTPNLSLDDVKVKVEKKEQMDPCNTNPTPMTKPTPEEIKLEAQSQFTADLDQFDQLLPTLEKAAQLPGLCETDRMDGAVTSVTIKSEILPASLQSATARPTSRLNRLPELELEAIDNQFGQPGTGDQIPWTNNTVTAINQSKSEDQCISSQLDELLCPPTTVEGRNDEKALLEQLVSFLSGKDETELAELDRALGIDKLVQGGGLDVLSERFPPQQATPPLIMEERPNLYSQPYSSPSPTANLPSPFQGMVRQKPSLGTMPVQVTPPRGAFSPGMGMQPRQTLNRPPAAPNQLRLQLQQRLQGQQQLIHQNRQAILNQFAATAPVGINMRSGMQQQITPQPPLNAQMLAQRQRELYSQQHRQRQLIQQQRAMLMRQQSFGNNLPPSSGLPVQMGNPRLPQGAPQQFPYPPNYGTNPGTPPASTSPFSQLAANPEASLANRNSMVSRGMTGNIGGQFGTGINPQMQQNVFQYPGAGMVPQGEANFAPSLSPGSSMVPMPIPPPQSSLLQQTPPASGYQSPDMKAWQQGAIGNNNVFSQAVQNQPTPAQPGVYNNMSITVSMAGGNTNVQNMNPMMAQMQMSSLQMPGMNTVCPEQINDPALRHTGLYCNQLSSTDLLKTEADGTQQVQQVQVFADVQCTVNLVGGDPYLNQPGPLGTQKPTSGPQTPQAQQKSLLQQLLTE
NCOA3 inh – SRC3 coactivator transcriptional activity inhibitors, primary screen, cell-based, luminescence; Nuclear receptor coactivator 3 (Homo sapiens), Q9Y6Q9; HEK293 GAL4-SRC3 luciferase reporter; inhibition, % at 3.6 µM; hit rate 0.17% among 360,000; AID 588352, 2011;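 active means inhibition above a per-campaign cutoff, the mean of all compounds plus 3 SD, cut at about 60% in these data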;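 further: 0% = DMSO-treated cells and 100% = gossypol-treated cells at 36 µM; higher means less SRC3-driven luciferase light from the GAL4 reporter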
MC4R barr agon – MC4R agonists recruiting beta-arrestin, primary screen, cell-based, luminescence, agonist arm of biased-ligand search. U2OS MC4R beta-arrestin complementation; percent of melanotan II response, DMSO zero. hit rate 0.98% among 360,000. AID 540308, 2011. activation, % at 8.9 µM;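 active means activation above a per-plate cutoff, the mean activation of sample wells on that plate plus 3 SD, cut at about 8% in these data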
NR2F2 inh – NR2F2 transcriptional activity inhibitors, primary screen, cell-based, luciferase reporter, HEK293T, luminescence; COUP transcription factor 2 (Homo sapiens), P24468; HEK293T NGFI-A luciferase reporter; inhibition, % at 8.6 µM; hit rate 0.7% among 370,000; AID 686940, 2013;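 active means inhibition above a per-plate cutoff, mean inhibition of test wells between control levels plus 3 SD, cut at about 38% in these data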;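 further: cells cotransfected with COUP-TFII expression vector driving the NGFI-A reporter; 0% = median of COUP-TF2 test wells and 100% = reporter-only cells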
SRC2 inh – inhibition of GAL4-SRC2 driven luciferase reporter, primary screen, SRC2 inhibitor project, cell-based, luminescence; Nuclear receptor coactivator 2 (Homo sapiens), Q15596; HEK293 GAL4-SRC2 luciferase reporter; inhibition, % at 9 µM; hit rate 0.17% among 370,000;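 active means inhibition above the mean inhibition of all tested compounds plus 3 SD, set per campaign, cut at about 52% in these data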;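 further: 0% = DMSO treated cells and 100% = cells given Gossypol at 36 µM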
* = called active by the depositor; . = no result given.

No.	canonical_smiles	MC4R antag cAMP	TLR9-MyD88 inh	NR5A2 inv ag	EBV LMP1 NFkB	ABHD5-PLIN5 inh	NOD2-RIPK2 inh	SRC1 inh	NCOA3 inh	MC4R barr agon	NR2F2 inh	SRC2 inh
1	COc1ccccc1CNC(=O)/C=C/C(=O)O	23	-2	2	5	-4	5	-57	-1	-0.8	24	-5
2	C=C(C)C1CCC(C)=C1COC(=O)Nc1ccccc1 (configuration not stated)	5	3	12	-2	-5	-8	-24	4	4.1	5	-3
3	COC(=O)c1ccncc1C(=O)Nc1ccc(OC)cc1	1	0	9	-6	1	2	1	9	4.0	.	.
4	CCOC(=O)C1=C(N)Oc2cc(C)n(C)c(=O)c2C1c1ccncc1 (configuration not stated)	-3	-3	2	5	-8	-14	-22	-1	1.2	-3	-5
5	Cc1nc(SCC(=O)NCCc2ccccc2)n[nH]1	11	5	4	-12	-2	-4	1	3	-0.8	15	3
6	Cc1ccc(-n2c(=O)c3cc4c(=O)n(-c5ccc(C)c(C)c5)c(=O)c4c(C(=O)c4ccc(C(=O)O)cc4)c3c2=O)cc1C	-1	-9	6	0	-8	-26	-15	14	0.4	-11	8
7	CCN(CC)c1ccc(NC(=O)/C=C/c2cc(Br)ccc2OC)cc1	-1	1	-4	-12	2	0	18	9	-0.8	5	-4
8	Cc1c(OCc2ccccc2)cccc1OCc1ccccc1	10	-2	1	-15	-20	3	-14	-21	4.2	-8	-13
9	Cc1sc2ncnc(NC(C)C(=O)O)c2c1C (configuration not stated)	13	-11	3	-6	-1	-8	-2	5	0.2	6	2
10	CCN(CC)CCN(C(=O)c1ccc([N+](=O)[O-])cc1)c1nc2c(OC)cccc2s1	15	-3	0	2	6	-18	1	11	1.4	-21	-4
11	Cn1c(SCC(=O)N/N=C/C=C\c2ccco2)nc2ccccc21	-1	-4	-8	-16	18	-4	-14	7	1.7	1	15
12	CN1NC(c2ccccc2)NN(C)C1=O	.	.	8	.	-26	10	8	-8	.	-3	-28
13	O=C(Cn1nc(Cl)nc1Cl)Nc1ccccc1	6	-4	-8	-5	0	0	0	-17	-1.4	-7	2
14	O=C(NC1CCCC1)c1cc(-c2cccc(Cl)c2)on1	-12	-3	-79	-24	-2	3	-66	-80	1.2	-42	-17
15	O=C(C1CCOCC1)N1CCCC(N2CCN(c3ccc(F)cc3)CC2)C1 (configuration not stated)	-4	2	8	-5	11	-9	8	-12	-0.9	5	-1
16	COC(=O)c1ccc2nc(NC(=O)CN3C(=O)CCC3=O)sc2c1	2	2	-7	-7	0	7	-20	-21	-0.7	2	-22
17	Cc1ccc([C@H]2N[C@]3(CCCN(Cc4ccco4)C3=O)[C@H]3C(=O)N(C)C(=O)[C@@H]23)cc1	28	-3	-4	-5	0	12	-8	-23	-0.8	-6	11
18	CCN(CC)c1ccc(C(=O)NNC(=O)CN2C(=O)NC(C)(c3ccccc3)C2=O)cc1 (configuration not stated)	3	-7	-11	-1	3	-8	0	12	-2.1	8	-8
19	COc1cccc(N(CC(=O)NC2CCCC2)C(=O)CCC(=O)Nc2cc(C)on2)c1	0	-4	3	-1	-9	-7	-15	4	-0.8	20	-9
20	COc1ccc(-c2cc3nc(NCc4ccc(NC(C)=O)cc4)n(C)c(=O)c3s2)cc1OC	-2	.	1	.	4	4	6	-2	0.7	-7	-42
21	CCCNC(=O)CSc1ccc(S(=O)(=O)N2CCCCC2)cn1	16	6	7	3	0	-3	-17	-16	-2.6	18	-3
22	CC(C)N(Cc1ccccc1)C(=O)CN1C(=O)COc2ccc(S(=O)(=O)N3CCCCCC3)cc21	6	11	8	11	3	-2	15	19	-2.3	8	3
23	O=C(O)CSC1=NC(=Nc2cccc(Cl)c2)C2(CCCCC2)N1c1ccccc1	0	14	26	-9	-2	-11	0	8	-0.9	5	-2
24	O=C(NCc1cccs1)c1ccc([N+](=O)[O-])cc1Cl	-2	4	-30	5	0	-1	-14	-6	-0.4	-7	6
25	Cc1cc2ccccn2c1C(=O)c1ccc([N+](=O)[O-])cc1[N+](=O)[O-]	-1	-4	13	-8	2	-7	11	0	-0.1	17	-1
26	Cc1cc(C)c(OCC(=O)Nc2nc(-c3ccccn3)cs2)c(C)c1	11	-11	-18	35	1	3	-24	12	-0.9	14	19
27	CCCn1nc(NS(=O)(=O)c2ccc(F)cc2)c2cc3ccccc3nc21	-1	-4	6	-6	-6	13	7	20	1.5	22	-4
28	Cc1ccc(N(C(=O)c2nsc(Cl)c2Cl)C(C(=O)NC2CCCC2)c2ccc(O)cc2)cc1C (configuration not stated)	11	2	-1	-22	-11	8	-2	11	1.1	-24	-20
29	COc1ccccc1N1CCN(C(C)C(=O)Nc2ccc(S(=O)(=O)N3CCOCC3)cc2)CC1 (configuration not stated)	0	-12	20	-4	0	-2	-25	5	-2.1	2	-7
30	CCCCc1ccc(S(=O)(=O)Nc2ccc(C)c(NS(C)(=O)=O)c2)cc1	3	.	0	-6	-7	-9	15	12	1.3	-29	18

Screen by screen, from the results shown:
EBV LMP1 NFkB, nos. 15–26 → -5, -7, -5, -1, -1, ., 3, 11, -9, 5, -8, 35

Going on with the list:
No.	canonical_smiles	MC4R antag cAMP	TLR9-MyD88 inh	NR5A2 inv ag	EBV LMP1 NFkB	ABHD5-PLIN5 inh	NOD2-RIPK2 inh	SRC1 inh	NCOA3 inh	MC4R barr agon	NR2F2 inh	SRC2 inh
31	COc1cc(OC)cc(-c2c(-c3cccs3)c3cc(-c4ccc(OC)c(F)c4)ccc3n2C)c1	0	0	-4	6	0	0	-9	11	-1.9	0	14
32	Cc1c(C)n2c(SCC(=O)N3CCN(c4ccccc4)CC3)nnc2[nH]c1=O	0	-5	7	2	-2	-11	-7	10	-3.0	12	-9
33	Cc1cc(NC(=O)CSCC(=O)Nc2cc(C(F)(F)F)ccc2N2CCOCC2)no1	-4	-8	-4	0	-2	7	3	-10	0.0	19	1
34	O=C(CN1C(=O)NC2(CCc3ccccc3C2)C1=O)Nc1ccc(F)cc1 (configuration not stated)	10	-10	15	-2	1	0	1	-4	-1.1	4	-14
35	O=C(NCCNC(=O)c1ccccc1F)c1ccco1	-1	5	12	-1	-2	-11	0	-18	0.8	21	-25
36	CCC(=O)N1CCc2cc(S(=O)(=O)CCC(=O)NCCc3ccccc3)ccc21	1	3	6	-1	-4	-7	5	-6	-0.9	-6	-5
37	O=C(CSc1nnc2ccc(-c3ccccn3)nn12)NCCc1ccccc1	17	-6	-6	-4	-4	4	-34	-18	2.5	6	-20
38	O=C(COc1ccccc1-c1ccccc1)N/N=C/c1ccc2ccccc2c1	-22	9	22	2	-1	8	-15	10	0.0	-6	-5
39	Cc1ccc(NC(=O)CSc2nc3ncc(Br)cc3[nH]2)cc1C	-3	-1	42	0	3	3	-22	8	5.8	-4	-3
40	CC(Oc1ccc2ccc(=O)oc2c1)C(=O)NCCCn1ccnc1 (configuration not stated)	0	5	15	-8	10	5	-8	-6	-0.2	-5	-29
41	O=C1NC[C@H](CCCCN2C[C@H](Cc3ccccc3)N(CC3CCCCC3)C(=O)C2=O)N(CCc2ccccc2)C1=O	.	.	-6	.	7	-13	.	.	.	19	19
42	Cn1cc(CN2CCN(Cc3cccnc3)CC2)c(-c2ccc3c(c2)OCCO3)n1	0	12	6	-17	-4	-2	6	6	-0.8	-21	12
43	CCOC(=O)[C@@H]1[C@H]2COc3ccc(Br)cc3[C@H]2N2C(=O)N(c3ccc(Br)cc3)C(=O)[C@]12C	11	4	0	4	3	2	-8	2	0.4	15	6
44	COc1ccc(N(CC(=O)N2CCN(c3ccc(F)cc3)CC2)S(=O)(=O)c2c(C)n[nH]c2C)cc1	0	-1	-10	13	4	1	-31	13	-3.5	-11	-33
45	COc1ccc(C(=O)NCC(=O)N/N=C/C(C)=C/c2ccccc2)cc1OC	0	21*	10	14	4	2	-17	13	0.1	1	10
46	Cc1c(N2C(=O)c3cccc4cccc(c34)C2=O)cnn1C	-2	5	-5	-2	6	1	-16	-22	-0.1	-11	-22
47	C/C(=N/NC(=O)CNC(=O)c1ccc2c(c1)OCO2)c1ccc2c(c1)CCCC2	4	2	-5	3	6	-3	3	4	12*	12	-1
48	COC(=O)c1cc(C)sc1NC(=O)CCc1ccccc1	13	-3	3	9	0	6	-9	18	0.3	2	-85
49	Cc1cc(C)nc(N2CCCC(C(=O)NC(C)C)C2)n1 (configuration not stated)	3	-14	8	-7	-5	-6	1	8	-1.5	-7	-16

MC4R barr agon, hit marks shown above.
No.	canonical_smiles	MC4R antag cAMP	TLR9-MyD88 inh	NR5A2 inv ag	EBV LMP1 NFkB	ABHD5-PLIN5 inh	NOD2-RIPK2 inh	SRC1 inh	NCOA3 inh	MC4R barr agon	NR2F2 inh	SRC2 inh
47	C/C(=N/NC(=O)CNC(=O)c1ccc2c(c1)OCO2)c1ccc2c(c1)CCCC2	4	2	-5	3	6	-3	3	4	12*	12	-1

Looked up one by one from above (3):
No.	canonical_smiles	MC4R antag cAMP	TLR9-MyD88 inh	NR5A2 inv ag	EBV LMP1 NFkB	ABHD5-PLIN5 inh	NOD2-RIPK2 inh	SRC1 inh	NCOA3 inh	MC4R barr agon	NR2F2 inh	SRC2 inh
43	CCOC(=O)[C@@H]1[C@H]2COc3ccc(Br)cc3[C@H]2N2C(=O)N(c3ccc(Br)cc3)C(=O)[C@]12C	11	4	0	4	3	2	-8	2	0.4	15	6
44	COc1ccc(N(CC(=O)N2CCN(c3ccc(F)cc3)CC2)S(=O)(=O)c2c(C)n[nH]c2C)cc1	0	-1	-10	13	4	1	-31	13	-3.5	-11	-33
46	Cc1c(N2C(=O)c3cccc4cccc(c34)C2=O)cnn1C	-2	5	-5	-2	6	1	-16	-22	-0.1	-11	-22

Screening data as filed in PubChem BioAssay.

An excerpt. The share of hits here may be higher or lower than overall.
